PAFAH1B3 FP inh: blocks human PAF acetylhydrolase 1B catalytic subunit 3. Q15102. recombinant PAFAH1B3, FP-rhodamine probe, fluorescence polarization. inhibition, % at 3.39 µM. hit rate 0.28% among 340,000;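 active = inhibition above the screen-wide average of all tested compounds plus 3 SD, cut at about 25% in these data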;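 also: 0% = enzyme with DMSO only and 100% = wells lacking PAFAH1B3 protein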
Target sequence (Q15102 whole entry, looked up): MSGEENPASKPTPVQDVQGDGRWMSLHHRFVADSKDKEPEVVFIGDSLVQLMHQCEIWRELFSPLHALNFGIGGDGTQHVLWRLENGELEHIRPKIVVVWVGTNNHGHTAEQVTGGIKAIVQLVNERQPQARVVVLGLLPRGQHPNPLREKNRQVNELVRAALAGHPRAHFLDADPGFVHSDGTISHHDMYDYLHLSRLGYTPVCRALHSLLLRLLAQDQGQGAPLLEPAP
LYPLA1 counter: blocks human lysophospholipase 1, a PME1 counter-screen. O75608. recombinant LYPLA1, FP-Rh probe fluorescence polarization. inhibition, % at 5.9 µM. hit rate 0.16% among 320,000;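 active = inhibition above the mean of all tested compounds plus 3 SD, set per campaign, cut at about 14% in these data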;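 also: inhibitors block serine hydrolase probe labeling of LYPLA1 so polarization falls; 0% = enzyme with DMSO and 100% = wells lacking LYPLA1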
Target sequence (O75608 whole entry, looked up): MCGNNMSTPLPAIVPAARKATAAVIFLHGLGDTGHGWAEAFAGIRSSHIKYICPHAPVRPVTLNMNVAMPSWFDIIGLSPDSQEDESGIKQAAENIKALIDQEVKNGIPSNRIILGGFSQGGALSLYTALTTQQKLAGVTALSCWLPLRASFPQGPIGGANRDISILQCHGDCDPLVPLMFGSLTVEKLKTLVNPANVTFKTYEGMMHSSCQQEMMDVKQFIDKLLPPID
GSTO1 inh: blocks human GSTO1 in RBBP9 counter-screen | P78417 | recombinant GSTO1, activity-based probe fluorescence polarization | inhibition, % at 5.96 µM | hit rate 1.1% among 300,000;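 active = inhibition above the campaign mean inhibition plus 3 SD, cut at about 35% in these data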;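 also: 0% = GSTO1-1 with DMSO and 100% = wells lacking GSTO1-1 enzyme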
PAFAH2 FP inh: inhibitors of human PAFAH2; recombinant PAFAH2, FP-rhodamine activity probe, fluorescence polarization; inhibition, % at 3.39 µM; hit rate 0.99% among 340,000; AID 492956;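 active = inhibition above the mean over all tested compounds plus 3 SD, cut at about 30% in these data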;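 also: inhibitors block probe labeling of enzyme so polarization drops; 0% = enzyme with DMSO and 100% = wells lacking PAFAH2 protein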
LYPLA2 counter: blocks human lysophospholipase 2, a PME1 counter-screen | recombinant LYPLA2, FP-Rh probe fluorescence polarization | inhibition, % at 5.9 µM | hit rate 0.38% among 320,000 | AID 2177;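 active = inhibition above the screen-wide mean plus 3 SD, limit set per campaign, cut at about 26% in these data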;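 also: 0% = LYPLA2 with DMSO and 100% = wells lacking LYPLA2 enzyme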
Target sequence (O95372 whole entry, looked up): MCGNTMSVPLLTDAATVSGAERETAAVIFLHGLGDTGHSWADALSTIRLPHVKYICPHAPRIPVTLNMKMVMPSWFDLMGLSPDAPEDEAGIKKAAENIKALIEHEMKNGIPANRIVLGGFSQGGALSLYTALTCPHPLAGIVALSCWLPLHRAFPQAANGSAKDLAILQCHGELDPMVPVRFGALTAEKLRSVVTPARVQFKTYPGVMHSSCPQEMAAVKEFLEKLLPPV
EBNA-1 inh: blocks EBNA-1 binding to DNA | EBNA-1 DNA binding, fluorescence polarization | inhibition, % at 14.8 µM | hit rate 0.34% among 300,000; in the data active = inhibition above about 28%
PREPL inhibitor: human PREPL enzyme inhibition. recombinant PREPL, fluorescence polarization activity-based probe. hit rate 0.68% among 320,000. Q4J6C6. inhibition, % at 5.96 µM; in the data active = inhibition above about 43%;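 also: 0% = enzyme with DMSO and 100% = wells lacking enzyme; many of its hits are not listed in these tables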
PAD4 inh: inhibitors of human PAD4. Q9UM07. recombinant PAD4, RCA probe fluorescence polarization. inhibition, % at 6.36 µM. hit rate 0.41% among 330,000;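 active = percent inhibition above a cutoff equal to the mean of all tested compounds plus 3 SD, cut at about 15% in these data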;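 also: 0% = PAD4 with RCA probe and DMSO and 100% = probe without PAD4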
ZTA counter: counter-screen for EBNA-1 inhibitors: inhibitors of Epstein-Barr virus ZTA | P03206 | ZTA-DNA binding, fluorescence polarization | inhibition, % at 11 µM | hit rate 0.15% among 320,000; in the data active = inhibition above about 33%
Target sequence (P03206 whole entry, looked up): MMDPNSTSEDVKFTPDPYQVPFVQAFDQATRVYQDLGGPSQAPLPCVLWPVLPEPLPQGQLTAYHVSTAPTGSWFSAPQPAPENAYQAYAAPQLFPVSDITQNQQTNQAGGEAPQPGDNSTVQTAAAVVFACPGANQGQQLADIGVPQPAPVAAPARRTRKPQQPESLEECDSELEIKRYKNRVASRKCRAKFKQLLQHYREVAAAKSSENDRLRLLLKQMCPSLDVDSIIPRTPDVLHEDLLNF
An asterisk follows results filed as active; nt = not tested or not shown.

Sequence of screens – PAFAH1B3 FP inh	LYPLA1 counter	GSTO1 inh	PAFAH2 FP inh	LYPLA2 counter	EBNA-1 inh	PREPL inhibitor	PAD4 inh	ZTA counter
> Cc1c(C(N)=O)sc2ncn(CC(=O)N(C)C3CCCCC3)c(=O)c12
  2	-1	7	-12	10	7	-12	-3	17
> CC1CC(C)(C)NC(=S)N1CCCC(=O)Nc1ccc(Br)cc1 (stereo not drawn)
  7	-1	2	-5	0	-4	8	-1	-11
> O=C(NCc1ccccn1)C(=O)NCC1OCCCN1S(=O)(=O)c1cc(F)ccc1F (stereo not drawn)
  -8	2	-1	21	2	3	9	2	8
> COc1cc(C2C(C#N)=C(N)Oc3cc(N(C)C)ccc32)cc2c1OCO2 (stereo not drawn)
  -2	-3	6	1	-14	-2	12	-1	-9
> Nn1c(SCC(=O)NCCc2ccc(S(N)(=O)=O)cc2)nnc1C1CCCCC1
  7	nt	nt	8	nt	nt	4	2	nt
> CCCC(C)C(=O)OCC(=O)Nc1c(Br)cc(C)cc1Br (stereo not drawn)
  -5	-3	4	15	5	2	17	-2	-1
> CC1(C)CC(=O)C=C(Nc2ccc(C(=O)O)cc2)C1
  7	-3	-3	-4	-2	11	2	-2	-7
> CC(=O)/C(C#N)=C1\NC(=O)C(Cc2ccc(C)c(C)c2)S1 (stereo not drawn)
  7	-6	6	12	3	5	-3	-2	4
> O=c1[nH]c2ccccc2c(O)c1-c1ccccc1[N+](=O)[O-]
  -1	-4	6	-1	-2	0	-2	-3	-1
> C=CC[C@@H](CC(=O)OC(C)(C)C)C(=O)OC[C@@H]1CCCN1C(=O)[C@@H](CC=C)CC(=O)N[C@@H](CO)Cc1ccccc1
  1	nt	nt	9	nt	nt	17	5	nt
> Cc1ccc(C(=O)OCC(=O)Nc2ncc(Cl)cc2Cl)cc1NC(=O)c1ccco1
  9	1	1	42*	1	-2	0	1	-9
> CC(=O)c1ccc(NC(=O)COC(=O)CCc2ccc(S(=O)(=O)N3CCOCC3)cc2)cc1
  4	1	2	2	0	-4	18	-2	3
> Cc1cc(NC(=O)COC(=O)c2cc3c(s2)CCC(C)C3)no1 (stereo not drawn)
  5	-2	-5	30*	0	1	-4	0	15
> O=C1CCn2nc(-c3ccc(Cl)cc3)cc2N1
  6	-3	2	-1	-2	1	-21	-1	-4
> CCOC(=O)c1c(N)sc(C(=O)N2CCCC(C(N)=O)C2)c1C (stereo not drawn)
  7	3	-2	-2	-2	-8	0	-6	1
> Cc1ccn2cc(CSc3ccccc3N)nc2c1
  3	-2	-3	7	5	-5	11	2	-1
> COc1ccc(CC(=O)Nc2ccc(C(=O)NC(C)(C)C)cc2)cc1
  -1	7	5	3	7	5	5	-3	-9
> Cc1cc(C)c(C)c(S(=O)(=O)Nc2ccc(C(=O)N3CCCC3)cc2)c1C
  0	-1	6	12	-1	4	0	-1	-4
> CCN(c1ccccc1)S(=O)(=O)c1ccc2[nH]cc(C(=O)N3CCOCC3)c(=O)c2c1
  4	0	-2	1	6	2	15	-5	10
> CC(=O)N=c1c(C#N)cc2c(=O)n3cccc(C)c3nc2n1Cc1ccco1
  nt	1	8	nt	-2	6	-8	-1	16
> COCCN(C(=O)Cc1cccs1)C(C(=O)NCc1ccc(OC)cc1)c1ccc(OC)cc1 (stereo not drawn)
  1	-3	6	-5	0	2	-9	-4	-3
> Cc1ccc(S(=O)(=O)CC(=O)N2CCN(c3ccc(F)cc3)CC2)cc1
  5	-2	2	-3	-2	6	-20	-1	-2
> CC1C(=O)N2CCCc3cc(NC(=O)C(=O)NCCc4ccccc4)cc1c32 (stereo not drawn)
  1	3	-4	-1	7	-3	38	2	-5
> O=C(COC(=O)c1ccc(Br)c(S(=O)(=O)N2CCOCC2)c1)NC1CC1
  11	nt	nt	3	nt	nt	5	-4	nt
> Cc1cccc(C)c1NC(=S)N1CCC(N(C)CC2CCCO2)CC1 (stereo not drawn)
  4	2	6	-2	4	4	7	-3	6
> Cc1ccc(NC(=O)CSc2nnc(Cn3c(=O)sc4ccccc43)n2C)cc1
  1	5	1	-6	-4	-3	-14	-1	-12
> CC(=O)c1c(C)n([O-])c2cc(C)ccc2[n+]1=O
  4	-1	-1	-1	-6	-2	-9	-2	6
> CCN(CC(=O)Nc1c(F)cccc1F)C(=O)CNC(=O)C1CCCCC1
  17	3	-1	4	-5	-20	7	-1	-3
> COC(=O)/C(=C1/Oc2cc(C)oc(=O)c2S1)C(F)(F)F
  -3	2	2	1	2	-7	8	-6	4
> Cc1csc2ncc(C(=O)NC(C)c3ccccc3)c(=O)n12 (stereo not drawn)
  10	1	2	4	0	14	6	-2	-6
> CCOC(=O)CNC(=O)C1CCC(CNS(=O)(=O)c2cccc3nsnc23)CC1 (stereo not drawn)
  3	0	-3	3	-4	-6	2	-3	-6
> Cc1nc2ccc(S(=O)(=O)N(C)CC(=O)N3CCc4ccccc4C3)cc2s1
  1	-2	5	2	-1	9	-26	-1	5
> Cc1cc(Cl)ccc1OC(C)C(=O)Nc1ccc(C(=O)Nc2ccccc2C(=O)O)cc1 (stereo not drawn)
  -13	-18	-28	-34	-22	2	-11	-7	1
> Cc1ccc(N(CC(=O)NC2CCCCC2)C(=O)CNC(=O)c2ccco2)c(C)c1
  -5	3	-3	-4	0	4	-4	-4	-1
> OCCc1ccc(-c2ccc(Cl)cc2)o1
  4	-2	-12	-2	0	0	13	5	1
> CCCOc1ccc(N2C(=O)CC(N3CCN(c4ccccc4OC)CC3)C2=O)cc1 (stereo not drawn)
  6	1	10	-1	-1	-11	12	4	-9
> O=C(CNC(=O)c1ccc(Cl)cc1Cl)OCc1nc2ccccc2s1
  3	-4	4	-1	-1	14	-22	-5	11
> Cc1ccc(NC(=O)C2CCN(S(=O)(=O)c3ccc4[nH]c(=O)oc4c3)CC2)cc1F
  5	-2	5	-4	11	2	-21	-5	9
> COC(=O)c1c(NC(=O)c2ccco2)sc2c1C(C(=O)OC)CC2 (stereo not drawn)
  5	-1	10	-1	5	-8	21	1	-9
> O=C(O)c1ccc2c(=O)n3c(nc2c1)/C(=C/c1ccc(OC(F)F)cc1OC(F)F)CC3
  5	-3	0	-1	-9	-5	1	2	-2
> c1ccc(-n2nnnc2SCc2cn3cccnc3n2)cc1
  5	-2	-1	-2	-2	8	1	3	6
> Cc1ccc2c(c1)c1c3n2CCN(C=O)C3CCC1 (stereo not drawn)
  9	3	6	-1	7	7	12	-3	-23
> O=C1CN(C(=O)OCc2ccccc2)c2ccccc2N1
  6	-2	0	3	0	-5	8	2	18
> CCN(CC)S(=O)(=O)c1ccc(NC(=O)COC(=O)c2ccc(-n3nc(C)cc3C)cc2)cc1
  -7	-18	0	-11	-24	-7	-6	6	-5
> Cc1cccc(NC(=O)c2cccc(NC3=NC4CS(=O)(=O)CC4S3)c2)c1 (stereo not drawn)
  2	-1	-2	-5	-1	-15	11	-7	-6
> Cc1ccc(-c2nc(CS(=O)(=O)CC(=O)NC3CC3)c(C)o2)cc1
  5	0	1	2	-3	-7	-4	2	-11
> COc1ccc(-c2csc(Nc3ccc(S(=O)(=O)Nc4cc(OC)nc(OC)n4)cc3)n2)cc1
  15	10	-2	31*	-1	4	9	-4	12
> CCOc1ncccc1C(=O)NCc1ccccc1
  nt	-1	2	nt	4	-2	15	-1	-10
> CCOc1ccc(S(=O)(=O)NCCC2=CCCCC2)c2ccccc12
  -12	-8	-10	-12	-15	5	-3	1	4
> Cc1ccc(NC(=S)NCCN2CCOCC2)cc1F
  8	3	-1	5	0	10	-4	-3	25
> COc1ccc(Br)cc1/C=N/Nc1ccc(Cl)c(C(=O)O)c1
  3	9	13	8	16	13	-3	4	11
> CCN(CC)CCn1c(=N)n(CCOc2ccccc2)c2ccccc21
  3	-3	1	3	1	-3	32	-2	-8
> CCOc1ccc(CCNC(=O)COC(=O)/C=C/c2ccc(C)o2)cc1OCC
  -2	-2	1	4	6	-12	12	-8	5
> COc1ccc(SCCCn2c(=O)c3c(ncn3C)n(C)c2=O)cc1
  13	-3	11	6	0	-6	-11	-2	2
> O=C(N/N=C/c1ccc[nH]1)c1ccc([N+](=O)[O-])cc1
  4	2	0	3	0	6	14	3	6
> O=C(Nc1ccc(C(=O)N2CCCCC2)cc1)c1ccc(Br)cc1
  4	-1	19	0	8	-2	6	0	-6
> Cc1cccc(C)c1Nc1nnc(SCC(=O)Nc2ncc(C(F)(F)F)cc2Cl)s1
  6	-3	-7	9	2	-5	-10	-2	2
> COc1ccc([N+](=O)[O-])cc1NC(=O)CCS(=O)(=O)c1ccc(Br)cc1
  -24	-7	-10	-21	4	-6	9	8	10
> CCOC(=O)c1c(C)[nH]c(C=C2C(=O)CCCC2=O)c1O
  8	3	6	-5	2	-1	-2	-6	-6
> CCNc1ccc(S(N)(=O)=O)cc1[N+](=O)[O-]
  6	2	5	2	5	14	14	2	-8

Other entries
Sequence of screens – PAFAH1B3 FP inh	LYPLA1 counter	GSTO1 inh	PAFAH2 FP inh	LYPLA2 counter	EBNA-1 inh	PREPL inhibitor	PAD4 inh	ZTA counter
> c1ccc(-c2noc(C34CC5CC(CC(C5)C3)C4)n2)cc1
  5	0	8	-8	-4	9	0	3	5
> CCc1cccc2c(C#N)cn(CC(=O)NCCOC)c12
  -1	-2	-2	-3	5	6	-1	5	13
> Cc1cc(S(=O)(=O)N2CCCC2)ccc1OCC(=O)NCc1ccccn1
  10	0	-4	3	-1	1	-3	-3	5
> C/C=C/C=[N+](\[O-])C(C)/C(=N/O)c1ccc(F)cc1 (stereo not drawn)
  4	1	-3	-1	11	9	5	-1	-3
> C=CCn1c(SCC(=O)NC2CCCCC2)nnc1-c1cccnc1
  -2	-3	2	-3	-3	6	11	1	8
> COc1ccc(NC(=O)CC2SC(=N)N(c3ccccc3)C2=O)c(OC)c1 (stereo not drawn)
  4	-1	-2	-2	4	7	12	1	24
> COc1ccc(S(=O)(=O)Nc2ccccc2C(=O)N2CCOCC2)cc1C
  1	1	-3	-11	-2	-13	-15	1	-8
> Cc1cc(NC(=S)NC(=O)C2CC2)ccc1Br
  3	3	0	3	-3	15	11	1	1
> Cc1ccc(S(=O)(=O)Nc2ccc(Nc3ccccc3)cc2)cc1
  13	-3	2	3	10	-7	-16	-1	-16
> CCCc1nc(-c2ccccc2O)n(-c2ccccc2)n1
  6	0	-7	0	-2	-13	9	1	-10
> Cc1ccc(O)c(C2=NOC(O)(C(F)(F)F)C2)c1 (stereo not drawn)
  0	-1	17	1	-5	-5	1	4	-7
> Cc1cccc(C(=O)Nc2nnc(SCC(=O)NC3CC3)s2)c1
  3	-4	-9	-2	0	-3	-12	-7	-9
> O=C1C(O)=C(O)C(=O)c2ccccc21
  30*	5	81*	15	7	7	11	2	-2
> CCOc1cc(C(=O)Nc2ccccc2F)cc(Br)c1OCC
  8	-4	-1	1	3	9	4	-2	2
> Cc1ccc(C(=O)NCCSc2snnc2C)cc1
  4	2	3	-3	3	1	-1	2	-7
> Cc1ccc(C(=O)Nc2nc3ccccc3n3nnnc23)cc1
  4	0	-2	1	4	3	-13	-1	-5
> NS(=O)(=O)c1cccc(NC(=O)COC(=O)CSCc2ccccc2)c1
  8	nt	nt	14	nt	nt	3	0	nt
> Cc1[nH]nc2nc(SCC(=O)NCC3CCCO3)n(-c3ccc(Br)cc3)c(=N)c12 (stereo not drawn)
  3	-5	0	-2	-4	-3	12	2	-2
> Cc1ccc(C)c2nc3sc(C(=O)O)cc3cc12
  nt	-4	-14	nt	3	8	1	-1	22
> O=C(Cc1ccccc1)NNC(=S)NC(=O)c1cccnc1
  nt	2	14	nt	6	5	-5	-1	10
> CN(C)Cc1nc2c(c(=O)[nH]1)C(C)(C)Cc1ccccc1-2
  4	1	-3	-1	8	-16	20	-4	-2

Assay outcomes (PubChem)

A portion of the library. The share of hits here may be higher or lower than overall.
